PV pol inh: poliovirus RNA polymerase inhibition. 150,000 tested, 0.66% active. poliovirus polymerase elongation, fluorescence polarization; hits give low values. % elongation, % (compound at 16.7 µg/mL). AID 588519. P03300; in the data active means % elongation below about 90%; further: some results filed as inactive read as strong as hits
Target sequence (P03300 1749-2209 limits assumed): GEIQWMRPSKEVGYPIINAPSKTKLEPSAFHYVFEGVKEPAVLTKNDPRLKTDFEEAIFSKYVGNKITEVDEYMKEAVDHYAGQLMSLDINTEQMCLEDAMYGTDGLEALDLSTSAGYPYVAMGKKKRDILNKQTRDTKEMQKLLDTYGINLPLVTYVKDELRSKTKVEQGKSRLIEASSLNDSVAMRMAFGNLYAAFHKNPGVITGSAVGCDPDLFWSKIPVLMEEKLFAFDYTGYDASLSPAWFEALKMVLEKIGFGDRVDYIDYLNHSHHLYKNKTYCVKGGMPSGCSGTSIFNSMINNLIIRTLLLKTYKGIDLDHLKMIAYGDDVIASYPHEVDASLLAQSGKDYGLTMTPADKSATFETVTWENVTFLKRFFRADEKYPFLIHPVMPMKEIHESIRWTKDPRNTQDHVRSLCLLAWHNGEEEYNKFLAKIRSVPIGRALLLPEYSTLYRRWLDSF
PV pol inh FP z-score: recorded beside PV pol inh, whose call it bears; z-score; measured here: FP z-score; hits read low
Numbers without * were called inactive; & = joins results of further samples. Only part of the results is shown, so the mix of outcomes need not match the whole.

mol | PV pol inh | PV pol inh FP z-score
Cc1ccc(NC(=O)C(C)Nc2cccc(-c3nnc4n3CCCCC4)c2)cc1 (stereo unspecified) | 105.0 | 0.4
CCCn1c(SCC(=O)N2CCN(S(=O)(=O)c3ccc(Cl)cc3)CC2)n[nH]c1=O | 102.0 | -0.3
COc1ccc(Cl)cc1NC(=O)CCC(=O)c1ccc(C)cc1 | 109.0 | 0.8
CN(C(=O)Nc1cn(C)c(=O)c2ccccc12)c1ccccc1 | 99.0 | -1.4
CN(CC(=O)Nc1ccc(S(=O)(=O)N2CCCC2)cc1)CC(=O)Nc1ccc(F)c(F)c1F | 103.0 | -0.1
COC(=O)c1ccccc1NC(=O)C1=C(C)C(=O)OC12CCCCCC2 | 106.0 | 0.1
CC(C)=CC1C(C(=O)Nc2ccc(S(=O)(=O)N3CCOCC3)cc2)C1(C)C (stereo unspecified) | 104.0 | 1.2
COc1cc(SC)ccc1C(=O)NCCCn1ccnc1 | 103.0 | -0.1
COc1cccc2cc(-c3nnc(-c4ccc(Cl)cc4)o3)c(=O)oc12 | 100.0 | -0.4
CCCN1CC=C2C(C#N)(C#N)C(N)=C(C)[C@H](c3ccc(C(=O)OC)cc3)[C@@]2(C)C1 | 102.0 | 0.1
Cc1nc(Nc2ccc(Cl)cc2Cl)c(C#N)c(N(C)C)n1 | 105.0 | 0.9
O=C(NCc1ccccc1Cl)c1cc2cccc3c2n1CCS3 | 102.0 | -0.9
CN1C(=O)CSc2ccc(NC(=O)NCc3cccnc3)cc21 | 105.0 | 1.1
COc1ccc(CCNC(=O)c2cnc3sc(N4CCOCC4)nn3c2=O)cc1OC | 104.0 | -0.5
CCc1cc2c(=O)oc(-c3ccc(Br)cc3)nc2s1 | 102.0 | 0.3
CN(C)C(=O)C(Sc1nnc(-c2cccs2)n1C1CC1)c1ccccc1 (stereo unspecified) | 102.0 | -0.1
Cc1nn(-c2ccc3nncn3n2)c(C)c1CCC(=O)Nc1ccc(OC(F)(F)F)cc1 | 110.0 | 0.7
CCOC(=O)C1CCCN(Cc2cccs2)C1 (stereo unspecified) | 99.0 | 0
O=C(Oc1ccc2ccccc2c1C1SCCS1)c1cccs1 | 101.0 | -0.8
CCS(=O)(=O)c1ccc(C(=O)Nc2nccs2)cc1 | 100.0 | -0.9
Cc1ccccc1NCc1cccn1-c1nnc(N2CCOCC2)s1 | 117.0 | 2.2
O=C(OCCOc1ccc(Br)cc1)c1ccc(O)cc1 | 107.0 | 0.6
Cc1oc2ncnc(N3CCOCC3)c2c1C(=O)Nc1ccc(Br)cc1F | 103.0 | -0.1
Cc1ccc(S(=O)(=O)C(CNC(=O)C(=O)NCCc2ccc(F)cc2)c2cccs2)cc1 (stereo unspecified) | 106.0 | -0.2
COc1ccc2nc(SCC(=O)c3c(C)[nH]c4ccccc34)nc(C)c2c1 | 102.0 | -0.9
Cc1cc(C)n(-c2ccc(C(=O)NCCSCc3ccco3)cc2)n1 | 101.0 | -0.4
N#CC(C#N)=CNc1ccccc1C(=O)NCCCn1ccnc1 | 102.0 | 0.2
Cc1cc(C)cc(NC(=O)Cn2c(=O)n(CCC(C)C)c(=O)c3cccnc32)c1 | 105.0 | 0.2
CCOc1ccc(CCNC(=O)Cn2nc(CC)n3c(cc4c(OC)cccc43)c2=O)cc1OCC | 105.0 | -0.3
CC1=C(C(=O)N(C)C2CCCCC2)C2(CCC(C)CC2)OC1=O (stereo unspecified) | 103.0 | 0.5
NC(=S)NC(=O)c1ccc(Cl)cc1 | 108.0 | 0.6
Clc1ss/c(=N\c2ccccn2)c1Cl | 87.0* | -1.1*
CN(CC(=O)Nc1ccc(N2CCOCC2)cc1)CC(=O)Nc1sc2c(c1C#N)CCCC2 | 100.0 | -0.5
O=C(O)C(CS(=O)(=O)Cc1ccccc1)N1Cc2ccccc2C1=O (stereo unspecified) | 102.0 | -0.6
CC(C)CCn1c(=O)c2sccc2n2c(CCCC(=O)O)nnc12 | 103.0 | -0.1
O=C(Cn1ccccc1=O)Nc1ccc(N2CCOCC2)cc1N1CCOCC1 | 105.0 | 0.6
CSc1ccc(S(=O)(=O)N2CCC(C(=O)Nc3ccc4c(c3)OCO4)CC2)cc1 | 105.0 | 1.4
CCOC(=O)c1c(/N=C/c2ccc(N(C)C)cc2)sc(C)c1C | 108.0 | 1.3
O=C1c2ccccc2-c2nn(C(=O)C3CCN(S(=O)(=O)c4cccs4)CC3)c3cccc1c23 | 104.0 | 0.2
COc1ccc(OC)c(/C=C(\C#N)c2nc3ccccc3c(=O)[nH]2)c1 | 101.0 | -0.4
CCC1(c2ccccc2)NC(=O)N(Cc2ccccc2)C1=O (stereo unspecified) | 107.0 | 0.6
CCCc1nnc(NC(=O)Nc2ccccc2Cl)s1 | 105.0 | -0.8
CN(C)CCCNc1ncnc2c1oc1ccccc12 | 95.0 | -1.3
Cc1cccc(NC(=O)CSc2nnc(N)s2)c1 | 109.0 | 1.1
COc1ccc(Cn2cc(C(=O)c3ccc(C)c(C)c3)c(=O)c3ccccc32)cc1 | 113.0 | 1.8
COc1ccc(OC)c(CCNC(=O)c2cnn(-c3ccccc3)c2-n2cccc2)c1 | 100.0 | -0.9
Cc1cccc(N2CCN(C(=O)C3CCN(c4ncnc5c4nc4n5CCCCC4)CC3)CC2C)c1 (stereo unspecified) | 104.0 | -0.6
O=C(O)CCn1c(=O)n(CCC(=O)O)c2c(Cl)cc(Cl)cc21 | 93.0 | -1.3
Cc1cccc(OCC(=O)Nc2nc3c(s2)CC(C(C)(C)C)CC3)c1C (stereo unspecified) | 104.0 | -0.9
O=C(O)CCNc1ncnc2ccccc12 | 107.0 | 0.3

Additional records.
mol | PV pol inh | PV pol inh FP z-score
Cc1ccc(NC(=O)Cn2cc(C(=O)c3ccco3)c3ccccc32)cc1 | 113.0 | 1.5
O=C(NCc1ccc(F)cc1)c1ccc(CS(=O)(=O)c2ccc(Cl)cc2)o1 | 98.0 | -0.8
CCCC[N+]1(C)C2CCC1CC(O)C2 (stereo unspecified) | 102.0 | 0.1
COc1ccc(CCNC(=O)c2ccc3c(c2)N(Cc2c(F)cccc2Cl)C(=O)CS3)cc1OC | 101.0 | -0.2
COc1cc2nc(NC(=O)c3ccccc3)[nH]c(=O)c2cc1OC | 103.0 | 0.6
Clc1ccccc1CSc1nnc(C2CCNCC2)o1 | 106.0 | -0.2
CCOC(=O)c1oc2ccccc2c1N=Cc1c(O)n(CC)c(=S)n(CC)c1=O | 105.0 | 0.2
CCN(Cc1ccccc1)Cc1c(O)ccc2oc(C)c(C(=O)NC3CCCC3)c12 | 103.0 | 0.2
COc1cc(-c2nnc(COC(=O)C3(c4ccccc4)CC3)o2)cc(OC)c1OC | 103.0 | 0.2
Cc1cc(NC(=O)CN2CCc3ccccc3C2)nc2c1c(=O)oc1ccccc12 | 102.0 | 0.4
Cc1onc(-c2c(Cl)cccc2Cl)c1/C(N)=N/OC(=O)N(C)C | 104.0 | 0.9
CCC(C)n1c(=O)[nH][nH]c1=S (stereo unspecified) | 103.0 | -0.4
COc1ccc(CCNc2nccn(-c3ccc(C)c(C)c3)c2=O)cc1OC | 114.0 | 1.6
CCN(C(=O)c1cn(-c2ccccc2)nc1-c1cccs1)c1ccccc1 | 103.0 | 0.3
NC(=O)c1ccsc1NC(=O)C1=NN(c2ccccc2)C(=O)CC1 | 102.0 | 0.3
Cc1nc2ccccc2n1CC(=O)Nc1cccc(Br)c1 | 100.0 | -0.9
COc1ccc(C2C=C(c3ccccc3)Nc3nc(NS(=O)(=O)c4ccc(C)cc4)nn32)cc1 (stereo unspecified) | 100.0 | -1.2
Cc1c(CC(=O)N2CCCCC2)c(=O)oc2cc3occ(C(C)(C)C)c3cc12 | 107.0 | -0.3
N#CC1=C(N)Oc2n[nH]c(-c3ccccc3)c2C12C(=O)Nc1ccccc12 (stereo unspecified) | 105.0 | 0.7
CN(C)CCNCc1ccc(-c2ccccc2)o1 | 102.0 | 0.1
Cc1cccc(NC(=O)CSc2ncnc3c2oc2ccccc23)c1 | 98.0 | -1.6
Cc1ccc(C)c(S(=O)(=O)c2cn(C)c3cc(N4CCCCC4C)c(F)cc3c2=O)c1 (stereo unspecified) | 113.0 | 1.3
CCN(Cc1ccc(Br)s1)C(=O)CSc1nnc(C2CC2)n1C1CC1 | 103.0 | -0.2
CCn1cc(C(=O)NCCc2ccc(C)cc2)c(=O)c2cc(S(=O)(=O)N3CCC(C)CC3)ccc21 | 104.0 | -0.1
COc1ccc(-n2ccn(CC(=O)Nc3ccc(C)cc3C)c(=O)c2=O)cc1 | 104.0 | -0.5
CCc1cc2c(N(CC)CC)nc(C)nc2s1 | 105.0 | 1.4
COC(=O)c1ccc(CN2C(=O)NC(Cc3c[nH]c4ccccc34)C2=O)cc1 (stereo unspecified) | 100.0 | 0
N#CC(C#N)=C(N)/C(C#N)=C/c1ccco1 | 98.0 | -1.3
O=C(CSc1ncc(CO)n1Cc1ccccc1)Nc1nc2ccccc2s1 | 105.0 | -0.1
COc1ccc(NC(=O)C(Cc2ccccc2)n2cccc2)cc1 (stereo unspecified) | 102.0 | -0.1
CCN1C(=O)/C(=C2\SC(=Nc3cccc(Cl)c3C)NC2=O)c2ccccc21 | 102.0 | 0.4
COC(=O)c1ccc2c(c1)N(CC#N)C(=O)CS2 | 100.0 | -0.9
COc1ccc(CCNC(=O)c2c(O)nc3c(C)cccn3c2=O)cc1OC | 106.0 | 0.4
COc1cc(C=Nc2cc(C)ccc2C)cc(OC)c1OC | 102.0 | -0.1
Cc1ccc2c(c1C)NC(C(=O)O)C1CC=CC21 (stereo unspecified) | 103.0 | 0.3
CC1CC(C)CN(C(=O)Cn2cnc3c2c(=O)n(C)c(=O)n3C)C1 (stereo unspecified) | 103.0 | 0.5
CCn1cc(C(=O)NCc2ccc(F)cc2)c(=O)c2cc(S(=O)(=O)N(C)C)ccc21 | 103.0 | -0.2
C[C@@H](NC(=O)CN(c1ccccc1)S(=O)(=O)N(C)C)c1ccccc1 | 105.0 | 0.2
O=C1C(CCS(=O)c2ccccc2)C(=O)N(c2ccccc2)N1c1ccccc1 (stereo unspecified) | 100.0&100.0 | 0.1&0.1
CC1CCCCC1N1CN=C(Nc2nc3ccccc3s2)NC1 (stereo unspecified) | 100.0 | -0.2

As a short view, some entries already given.
mol | PV pol inh | PV pol inh FP z-score
CCN1C(=O)/C(=C2\SC(=Nc3cccc(Cl)c3C)NC2=O)c2ccccc21 | 102.0 | 0.4
COC(=O)c1ccc2c(c1)N(CC#N)C(=O)CS2 | 100.0 | -0.9

(list continues)
mol | PV pol inh | PV pol inh FP z-score
CC(Oc1ccccc1)C(=O)N1CCN=C1SCc1ccccc1 (stereo unspecified) | 102.0 | 0.2
CCc1ccc(-n2c(=O)c3c4c(sc3n(Cc3ccc(F)cc3)c2=O)CCCC4)cc1 | 101.0 | -0.9
O=c1c(N2CCc3ccccc3C2)csc2ccccc12 | 106.0 | 0
CCOc1ccc(NC(=O)c2cc3c(=O)n(Cc4cccs4)ccc3nc2C)cc1 | 102.0 | -0.8
Cc1ccccc1OCCCn1c(CCNC(=O)C2CCCCC2)nc2ccccc21 | 106.0 | -0.2
CN(C)S(=O)(=O)c1ccc(C(=O)OCC(=O)c2ccc3c(c2)NC(=O)CO3)cc1 | 102.0 | -0.1
COc1ccc(-c2nc3cc(NC(=O)c4ccccc4)ccc3o2)cc1 | 103.0 | 0.3
COc1ccc(-c2nnn(CC(=O)N(CC(=O)NC3CCCC3)c3ccccc3)n2)cc1OC | 105.0 | 1.1
O=C(C1CC(c2ccccc2F)=NO1)N1CCCc2ccccc21 (stereo unspecified) | 98.0 | -0.2
CCCc1cc(=O)[nH]c(SCC(=O)NCCc2ccccc2)n1 | 101.0 | -0.3
COc1ccc(C2CNC(=O)C2)cc1 (stereo unspecified) | 103.0 | 0.3
[O-][n+]1c2c(nn1-c1ccccc1Cl)-c1nonc1CC2 | 105.0 | 0.2
O=C(Nc1cccc(Cl)c1)/C(=C\c1cccnc1)NC(=O)c1cccs1 | 103.0 | 0.2
CC1(C)CNC(=O)CC(C)(C)N1 | 101.0 | 0.1
S=c1[nH]nc(-c2ccncc2)n1/N=C/c1cccnc1 | 108.0&100.0 | 0.6&0
COc1cccc(/C=C(/C(=O)O)c2ccccc2)c1 | 101.0 | -0.3
S=C(Nc1ccc2c(c1)OCCO2)Nc1ccc2c(c1)OCO2 | 101.0 | 0.4
O=C(CSc1ncc(-c2ccccc2)[nH]1)Nc1cccc(C(F)(F)F)c1 | 104.0 | -0.3
CCCCN1C(C)=CC(=C2C(=O)NC(=S)NC2=O)C=C1C | 103.0 | 0.4
CNC(=S)N1C2CCC1CC(NC(=O)NC13CC4CC(CC(C4)C1)C3)C2 (stereo unspecified) | 105.0 | 0.8

A few values from the list.
Under PV pol inh FP z-score, `S=c1[nH]nc(-c2ccncc2)n1/N=C/c1cccnc1` has the entry 0.6&0
Under PV pol inh FP z-score, `S=C(Nc1ccc2c(c1)OCCO2)Nc1ccc2c(c1)OCO2` has the entry 0.4
Under PV pol inh, `O=C(CSc1ncc(-c2ccccc2)[nH]1)Nc1cccc(C(F)(F)F)c1` has the entry 104.0
Under PV pol inh, `CC1(C)CNC(=O)CC(C)(C)N1` has the entry 101.0

Other structures.
mol | PV pol inh | PV pol inh FP z-score
CCC(C)OC(=O)/C(C#N)=C\c1ccc(-c2cccc(C(F)(F)F)c2)o1 (stereo unspecified) | 104.0 | -0.1
CCN(CC)c1ccc(C2(C(F)(F)F)NN(c3ccccc3)C(N)=C2C#N)cc1 (stereo unspecified) | 97.0 | -0.5
Cc1c(CCC(=O)NCCc2ccccc2)c(=O)oc2cc(O)ccc12 | 104.0 | -0.5
COC(=O)c1cc2cc(Br)ccc2s1 | 104.0 | 0
Cc1ccc(C(=O)c2coc3c2cc(O)c2ccccc23)cc1 | 101.0 | 0.3
CCOC(=O)c1c(NC(=O)c2cc3ccccc3c(=O)o2)sc2c1CCC(C)C2 (stereo unspecified) | 107.0 | 0.4
FC(F)(F)Sc1ccc2noc(-c3ccccc3)c2c1 | 103.0 | 0.3
Cc1[nH][nH]c(=O)c1C(c1ccncc1)C(C#N)C#N (stereo unspecified) | 99.0 | -0.5
Cc1ccc(C(=O)Nc2cc(-c3nc4cc(Cl)ccc4o3)ccc2C)c(C)c1 | 106.0 | 0.4
CC1=CC(C)(C)N(C(=O)Nc2ccc(C)cc2)c2ccccc21 | 101.0 | -0.2
CCOC(=O)c1cc2c(=O)n3ccccc3nc2n(Cc2ccccc2)c1=NC(C)=O | 100.0 | -0.4
Oc1ccc(-c2nc(-c3ccccc3)c(-c3ccc(O)cc3)[nH]2)cc1 | 103.0 | -0.3
